# Source: PubChem
# TTR transcr act – activators of transthyretin transcription. SH-SY5Y TTR promoter Gaussia luciferase, luminescence; 100% = recombinant luciferase protein wells. activation, % at 16.7 µM. 92,000 tested, 1.3% active;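 active = activation above the mean of all tested compounds plus 3 SD, cut at about 9.5% in these data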;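 also: cells exposed to compounds for one day before reading; 0% = median of all test compound wells on the plate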
# Starred values were filed as active, the others as inactive. An excerpt; rates above refer to the full screens.
SMILES	TTR transcr act
Cc1ccc(Nc2c(-c3ccccn3)nc3ccc(C)cn23)cc1	-3.6
COc1cc(Br)cc(CN2CCN(c3ncccn3)CC2)c1O	0.7
O=C(NCC1CCCO1)/C(=C/c1ccccc1)NC(=O)c1ccccc1 (stereo not drawn)	-0.3
CCCOc1ccc(N2C(=O)CC(SCc3nc4ccccc4[nH]3)C2=O)cc1 (stereo not drawn)	-1.6
O=C(/N=C1/c2ccccc2CN1c1ccccc1)Nc1ccccc1	3.8
O=C(CN1CCN(c2nc(-c3ccccc3)cs2)CC1)NNC(=O)c1ccco1	-1.1
Fc1ccccc1NC(=S)N1CCC(c2ccccc2)C1 (stereo not drawn)	-0.7
Cc1occc1-c1nnc(SCc2cc(=O)n3cc(Br)ccc3n2)n1C	2.5
O=C(Nc1nc2ncccn2c1-c1ccc(C(F)(F)F)cc1)c1ccc(F)cc1	7.5
CCC(CO)Oc1cc(NC(=O)Cc2ccccc2F)c2ncn(C(C)C)c2c1 (stereo not drawn)	-0.9
Cc1ccc(C(=O)N2CC(C)SC2=Nc2cccc(S(=O)(=O)N(C)C)c2)cc1 (stereo not drawn)	-1.9
O=C(O)C1C2C=CC(O2)C1C(=O)Nc1ccccn1 (stereo not drawn)	-0.8
N#CCC(CNc1ncc(C(F)(F)F)cc1Cl)OC(=O)c1ccc(Cl)cc1Cl (stereo not drawn)	1.2
COc1ccc(/C=N/NC(=O)C(=O)/C=C2\NC3(CCCC3)Cc3ccccc32)cc1	-1.6
Cc1ccc2cc3cc(C(=O)NC4CCCCC4)oc3nc2c1	-1.1
Fc1ccccc1COc1ccc(/C=N/n2cnnc2)cc1	-1.0
COC(=O)c1ccc(-n2cnc3ccccc32)nc1	7.8
Cn1c(SCC(=O)N2CCCC2)nnc1-c1ccc2c(c1)OCO2	1.1
COc1ccc(CN2C(=O)CCC2(C)c2nnnn2-c2ccc3c(c2)OCCO3)cc1OC (stereo not drawn)	-1.0
CCc1ccc(-c2nc(SCC(=O)N(CCOC)c3c(N)n(Cc4ccccc4)c(=O)[nH]c3=O)n[nH]2)cc1	0.7
O=C(NCCCN1CCOCC1)c1cccnc1SCc1ccccc1Cl	-1.0
Cc1ccc(/C=N/NC(=O)c2cccc(S(=O)(=O)Nc3cccc(Cl)c3)c2)o1	-2.1
CCCCNc1c(-c2cccc(-c3cc(C(C)=O)cs3)c2)nc2cc(C)ccn12	-6.9
Cc1cc2ncn(/N=C/c3ccc(-c4ccccc4)o3)c2cc1C	-1.5
O=[N+]([O-])c1cccc(S(=O)(=O)NCCCn2ccnc2)c1	-0.2
CCOC(=O)Cc1nnc(NC(=O)CSc2nnc3c4ccccc4n(C(C)C)c3n2)s1	3.6
CCOc1cc(/C=N/NC(=O)c2ccncc2)ccc1OS(C)(=O)=O	-0.6
CSCCC(NS(=O)(=O)c1ccc(Cl)cc1)C(=O)OCc1cccc(Cl)c1 (stereo not drawn)	-1.1
O=C(CCC(=O)NCCO)NCCO	1.1
Cc1nnc2sc(-c3cccc4ccccc34)nn12	0.1
CCn1c(O)c(/C=N/NC(=O)c2ccncc2)c(=O)n(CC)c1=S	2.2
Cc1ccc(-c2nc(Nc3ccccc3)n[nH]2)cc1	-3.6
CCOC(=O)C1(C#N)Cc2ccccc2C1	-0.1
COc1cccc(CNCC(=O)Nc2ccc(N3CCOCC3)cc2)c1	-1.1
O=C1c2ccccc2C(=O)N1c1ccccc1	-0.3
O=[N+]([O-])/C=C1/CCCCCN1	1.3
COC(=O)/C=C(\C)N=Nc1c(O)[nH]c2ccccc12	-2.1
CC(=O)N1CCC(N(CCN2CCOCC2)C(=O)Nc2ccc(Cl)c(Cl)c2)CC1	-1.5
C=CCN1C(=O)C(O)(CC(=O)c2ccc(N)cc2)c2ccccc21 (stereo not drawn)	0.8
COc1ccc(OC)c(NC(=O)COc2cc(O)c3c(c2)OC(C)(C)CC3=O)c1	-2.4
Cc1cc(NC(=O)CCN2C(=O)/C(=C/c3ccccc3Cl)SC2=S)no1	-1.9
Cc1ccc(N=CNc2ccc(C)cc2C)c(C)c1	-2.9
CCOC(=O)COn1c(=O)c(-c2ccc(Cl)cc2)[n+]([O-])c2ccccc21	-0.8
COc1ccc(N2CCN(C(=O)C(=O)c3c(C)[nH]c4ccccc34)CC2)cc1	-0.8
CCOc1ccccc1NC(=O)N1CCN(S(C)(=O)=O)CC1	3.8
O=C(CNC(=O)c1nc[nH]c1C(=O)N1CCN(c2ccccc2)CC1)OCc1ccccc1	2.7
COc1ccc(C2CC(=O)N(CCCN(C)CCc3ccc(OC)c(OC)c3)C2)cc1 (stereo not drawn)	1.9
CC(C)c1ccccc1NC(=O)C1CN(S(=O)(=O)c2ccccc2)CCN1S(=O)(=O)c1ccccc1 (stereo not drawn)	-1.5
C/C(=N\NC(=O)Cc1csc(N2CCOCC2)n1)c1ccccc1	0.0
O=C(N/N=C/C=C/c1ccc2c(c1)OCO2)C(O)c1ccccc1 (stereo not drawn)	2.0
CC(NC(=O)CCNS(=O)(=O)c1ccc2c(c1)c(=O)n(C)c(=O)n2C)c1ccccc1 (stereo not drawn)	7.1
C=CCNC(=O)c1cccc2c1C(=O)c1ccc(N3CCOCC3)cc1S2(=O)=O	-2.1
CCc1ccc(OCc2nnc(SCCN3CCOCC3)n2CC)cc1	-2.9
OCCN1CCN(CC(O)COc2ccc3ccccc3c2)CC1 (stereo not drawn)	-0.7
CC1CCN(C(=O)c2[nH]cnc2C(=O)NCC(=O)OC(C)(C)C)CC1	2.7
Cc1cc(Br)cc(Br)c1OCC(=O)NNC(=O)Nc1ccccc1	4.0
O=C(c1ccccc1F)N1CCN(c2ccc([N+](=O)[O-])c3ncccc23)CC1	-1.3
Cc1ccc(-c2c(NC(=O)c3cccc(C)c3)nc3ncccn23)cc1	2.2
Fc1ccc(-c2nc3c(Cl)cc(C(F)(F)F)cn3c2Cc2cccc(F)c2)cc1	0.6
CC(=O)N1CCN(S(=O)(=O)c2ccc(S(=O)(=O)NC3CC3)cc2)CC1	2.9

# Additional structures follow:
SMILES	TTR transcr act
CC1=NN(C(N)=S)C(=O)C1N=Nc1ccc(C)c(Br)c1 (stereo not drawn)	-1.6
Cc1ccc(CNC(=O)CN(Cc2ccccc2)S(C)(=O)=O)cc1	4.6
Cn1c(SCC(=O)Nc2ccccc2Cl)nnc1C1CC1	2.2
COc1ccccc1Cc1c(-c2ccc(F)cc2)nc2cc(C)c(Br)c(C)n12	0.4
COc1ccc(C2SCCN2S(=O)(=O)c2ccccc2)cc1 (stereo not drawn)	-0.3
CCCCCCC(=O)Oc1ccc(N2C(=O)CCC2=O)cc1	2.3
CC(C)NC(=O)C1C(c2ccc(C(F)(F)F)cc2)=Nc2ccccc2N1C(=O)c1cccc(C(F)(F)F)c1 (stereo not drawn)	-1.7
CCOC(=O)Cc1csc(NC(=O)CSc2nc3sc(C(=O)O)c(C)c3c(=O)[nH]2)n1	1.3
CCCCOC(=O)C1C2CCC(O2)C1C(=O)OCC (stereo not drawn)	2.0
N#Cc1cccc(NC(=O)OC2CC3CC2[C@H]2CCCCN2[C@H]3Cc2ccccc2)c1 (stereo partly drawn)	-0.4
CC1(C(=O)NS(=O)(=O)c2ccc(Cl)cc2)CCN1C(=O)Cc1cc(F)ccc1F (stereo not drawn)	-4.2
O=C(Nc1ncccn1)c1ccc(C(F)(F)F)cc1	-0.1
CC(C)(C)c1cc(NC(=O)CCl)n(-c2ccccc2)n1	0.7
Cc1ccc(C2=NOC(C)(c3nnc(-c4cccc(Cl)c4)o3)C2)cc1 (stereo not drawn)	1.8
Cc1ccc2nc(N3C(=O)CNC3=S)sc2c1	-1.4
COc1ccc(CCN2CC(C(=O)NCc3cnn(C)c3)CCC2=O)cc1 (stereo not drawn)	0.2
Cc1cc(C)cc(OCc2ccc(C(=O)NN)o2)c1	7.9
CC(Cc1cccs1)NC(=S)Nc1ccc(F)cc1 (stereo not drawn)	-0.3
CC1CN(c2ccc([N+](=O)[O-])c(NCCOc3ccc(Cl)cc3)c2)CC(C)N1 (stereo not drawn)	1.8
C[C@H]1[C@@H](NC(=O)C2CCCCC2)CC[C@@]23CCCN2C(=O)CCC[C@@H]13	-1.2
O=C(CNc1ccc2ccccc2c1)NNC1=NCCC1	-0.5
CCn1nc(C)c(/C=N/NC(=O)Cn2cncn2)c1C	2.3
O=C(Nc1ccc2c(c1)OCO2)c1cc2ncc(Br)cn2n1	3.3
O=[N+]([O-])c1cccc(-c2cn(-c3ccccc3)c(=S)[nH]2)c1	6.6
CCC(NC(=O)c1ccccc1NC(=O)c1ccccc1)C(=O)NNC(=O)CSc1nc2ccccc2o1 (stereo not drawn)	-1.0
O=C(CCc1nnc(Cc2cccc(C(F)(F)F)c2)o1)NC1CC1	3.2
CCOC(=O)/C(C#N)=C/c1ccc(N2CCN(Cc3ccccc3)CC2)cc1	-1.8
Cc1c(C(=O)NCCSCc2ccc(F)cc2)cnn1-c1ccc(Cl)cc1	-2.2
CC(=O)c1ccc(NC(=O)CCc2nnc3ccc(NCc4ccco4)nn23)cc1	-1.5
CC(C)OCCCn1c(=NC(=O)c2cccs2)c(C#N)cc2c(=O)n3ccccc3nc21	-1.5
CCn1c(-c2cc(-c3cc(C)ccc3C)nc3ccccc23)n[nH]c1=S	1.0
O=C(Cc1ccc(F)cc1)NC1CCCCCC1	0.4
COCCn1c(=NC(=O)c2ccc(S(=O)(=O)N3CCc4ccccc4C3)cc2)sc2cc(S(N)(=O)=O)ccc21	-1.6
CCOC(=O)C1(Cc2ccc(OC)cc2)CCN(C(=O)CC2CCC(=O)N2)CC1 (stereo not drawn)	-0.6
CCn1cc(-c2n[nH]c(=S)n2-c2ccc(C)cc2Br)c(=O)c2ccc(C)nc21	-1.7
CC1(C(=O)Nc2nccs2)Cc2ccccc2C(=O)O1 (stereo not drawn)	2.1
Cc1ccc(NS(=O)(=O)c2cccc(C(=O)NNC(=O)NC3CCCCC3)c2)c(C)c1	-1.8
COc1cccc(C(O)c2cnc(C(C)C)n2C)c1 (stereo not drawn)	-1.3
CCS(=O)(=O)NC(=O)C1(C)CCN1C(=O)C1(c2ccc(Cl)cc2)CC1 (stereo not drawn)	0.4
C=CCn1c(=N)c(C(=O)NCCCOC)cc2c(=O)n3ccccc3nc21	0.1
CCc1ccccc1N1C(=O)CC(Sc2nccc(C)n2)C1=O (stereo not drawn)	0.9
CCCCOC(=O)Nc1ccc(N(C)C)cc1	0.2
CCOC(=O)c1ccc(N=Nc2c(C)[nH]n(-c3ccccc3)c2=O)cc1	0.4
Cn1cc(C(=O)NC2CCCCCCC2)c(=O)c2cc(S(=O)(=O)N3CCCC3)ccc21	0.7
CC[C@]1(C(=O)OC)[C@H]2C(=O)N(Cc3ccccc3)C(=O)[C@H]2[C@H]2CN=C(SCc3ccc(C(=O)OC)cc3)N21	-3.9
O=C(O)c1ccc2c(c1)C(=O)N([C@H](Cc1cccc3ccccc13)C(=O)O)C2=O	-0.4
Cc1ccc(NS(=O)(=O)c2sc3ccc(Cl)cc3c2C)cc1	-1.6
CN(CC(=O)Nc1c(Cl)cccc1Cl)C(=O)c1ccc(NS(=O)(=O)c2ccc3[nH]c(=O)[nH]c3c2)cc1	0.4
O=C(c1cccc(F)c1)N1CCC(c2nc3ccccc3s2)CC1	-1.9
CN(C)S(=O)(=O)c1ccc(NC(=O)CN2CCCc3ccccc32)cc1	-0.8
N#CCCn1cc(/C=N/O)c(-c2cccc([N+](=O)[O-])c2)n1	-1.2
O=C(Nc1cccc(-c2nn[nH]n2)c1)c1ccc(Br)s1	2.1
CS(=O)(=O)NCc1nnc(SCC(=O)NC2CCCCC2)n1-c1ccc(F)cc1	4.2
Cc1cccc(OC2CCN(Cc3c(C(=O)N4CCCC4)nc4ccccn34)CC2)c1	0.4
O=C(CSc1nnc(Nc2ccccc2F)s1)NC1CCCC1	1.7
CCS(=O)(=O)c1nc(S(=O)(=O)c2ccc(Cl)cc2)c(NCCCN2CCCC2=O)s1	1.5
O=C(CCCC(=O)N1CCN(c2ccc([N+](=O)[O-])cc2)CC1)c1ccccc1	-1.9
Cc1onc(-c2c(F)cccc2Cl)c1C(=O)O/N=C(\N)c1ccc([N+](=O)[O-])o1	1.8
CC(=O)Nc1c2c(nn1-c1ccc(Cl)cc1)CSC2	-0.9
CCCc1nc2ccccc2n1C(CCSC)C(=O)NC(C)(C)C (stereo not drawn)	0.7
CC1=C(C#N)C(c2ccc(O)cc2)C2=C(CC(C)(C)CC2=O)N1 (stereo not drawn)	0.0
CN(Cc1ccccc1)N=Nc1ccccc1	0.7
